S1P4 ag: S1P4 receptor agonists, primary screen, cell-based. Sphingosine 1-phosphate receptor 4 (Homo sapiens), O95977. S1P4-expressing cell line, agonist reporter assay. activation, % at 4.98 µM. actives 0.35% (n = 220,000). AID 1509, 2009; in the data active = activation above about 11%;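 note: 0% = DMSO vehicle and 100% = reference agonist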
Target sequence (O95977 whole entry, looked up): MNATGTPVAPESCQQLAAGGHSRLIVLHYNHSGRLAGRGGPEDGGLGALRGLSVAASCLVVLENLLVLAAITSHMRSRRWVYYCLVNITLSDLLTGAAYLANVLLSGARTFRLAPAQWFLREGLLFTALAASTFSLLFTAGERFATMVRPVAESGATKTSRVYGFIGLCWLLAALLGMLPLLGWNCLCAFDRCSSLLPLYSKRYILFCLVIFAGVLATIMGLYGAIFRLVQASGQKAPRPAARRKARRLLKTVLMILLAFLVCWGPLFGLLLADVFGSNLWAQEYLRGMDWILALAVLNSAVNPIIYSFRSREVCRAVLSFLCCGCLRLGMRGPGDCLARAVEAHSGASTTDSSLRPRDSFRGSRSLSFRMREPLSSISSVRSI
EP2 antag: human EP2 receptor antagonists, primary screen, TR-FRET cAMP, C6 glioma cells. Prostaglandin E2 receptor EP2 subtype (Homo sapiens), P43116. C6 glioma cells expressing human EP2; cells stimulated with saturating PGE2. inhibition, % at 25 µM. actives 0.52% (n = 260,000);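 active = percent inhibition above 40 after rounding to a whole number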;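 note: rat C6 glioma host cells with rolipram phosphodiesterase inhibitor present; the protocol text gives 20 µM as final concentration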
Target sequence (P43116 whole entry, looked up): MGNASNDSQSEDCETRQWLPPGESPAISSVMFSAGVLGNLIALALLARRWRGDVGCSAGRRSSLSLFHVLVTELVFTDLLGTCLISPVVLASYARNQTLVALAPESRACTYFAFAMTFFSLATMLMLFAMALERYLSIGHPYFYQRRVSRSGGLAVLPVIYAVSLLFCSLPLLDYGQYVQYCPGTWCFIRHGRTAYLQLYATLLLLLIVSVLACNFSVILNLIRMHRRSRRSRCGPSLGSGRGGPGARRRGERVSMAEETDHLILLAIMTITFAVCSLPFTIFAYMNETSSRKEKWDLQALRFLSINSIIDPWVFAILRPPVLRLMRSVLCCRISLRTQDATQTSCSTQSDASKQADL
eIF4E 4G PPI: eIF4E–eIF4G protein interaction inhibitors, primary screen, biochemical, uHTS, TR-FRET, eIF4GI fragment | actives 0.37% (n = 220,000) | inhibition, % at 21.7 µM | TR-FRET eIF4E-eIF4GI(517-606) binding, 2 h | Eukaryotic translation initiation factor 4E (Mus musculus) + Eukaryotic translation …;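 active = inhibition above about 30%, limit read from the data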;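 note: 0% = full FRET control wells and 100% = background wells lacking eIF4GI fragment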
NPY1 pot ag: NPY-Y1 receptor potentiators or agonists, primary screen, cell-based; Neuropeptide Y receptor type 1 (Homo sapiens), P25929; NPY-Y1 expressing cells, potentiator/agonist activation; activation, % at 3.6 µM; actives 0.37% (n = 220,000); AID 1304, 2008; in the data active = activation above about 33%, passing the limit was not always enough;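 note: cells stimulated with NPY at EC10 then isoproterenol at EC100; 0% = low agonist plus stimulus and 100% = saturating agonist plus stimulus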
NPY-Y2 PAM-ag: NPY-Y2 potentiators or agonists, primary screen, cell-based. Neuropeptide Y receptor type 2 (Homo sapiens), P49146. cells expressing NPY-Y2, potentiator/agonist read-out. activation, % at 3.6 µM. actives 0.45% (n = 220,000); in the data active = activation above about 27%;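 note: cells stimulated with NPY near EC25 plus isoproterenol at EC100; 0% = vehicle plus submaximal agonist and 100% = vehicle plus saturating agonist; some results beyond the cut were filed as inactive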
EP2 modulator: EP2 receptor modulators, cAMP readout, primary screen, cell-based, HTRF cAMP, PGE2 stimulation | actives 0.83% (n = 260,000) | induction, % at 25 µM | Prostaglandin E2 receptor EP2 subtype (Homo sapiens), P43116 | EP2-expressing cells, cAMP HTRF FRET, PGE2 co-stimulation;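 active = compounds whose cAMP rise, as percent of the full-agonist control response, exceeds 60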;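 note: rat C6 glioma line stably carrying human EP2 under a CMV promoter; the protocol text gives 20 µM as final concentration; 100% = response of wells given 1 µM PGE2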
S1P4 antagonist: S1P4 receptor antagonists, primary screen, cell-based; Sphingosine 1-phosphate receptor 4 (Homo sapiens), O95977; S1P4-expressing cells, antagonist mode, reporter read-out; inhibition, % at 4.98 µM; actives 0.26% (n = 220,000); in the data active = inhibition above about 29%;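 note: 0% = wells stimulated with agonist and 100% = vehicle wells without agonist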
p97 ATPase inh: inhibitors of human p97 ATPase, primary screen, biochemical; inhibition, % at 8 µM; actives 0.42% (n = 220,000); AID 1481, 2009; recombinant p97 ATPase, Kinase-Glo ATP luminescence, 3 h; in the data active = inhibition above about 15%;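 note: 0% = DMSO vehicle and 100% = wells lacking enzyme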
NPY Y1 blocker: NPY-Y1 receptor antagonists, primary screen, cell-based. HEK293-CNG Y1 cells, membrane potential fluorescence; NPY at EC95, then isoproterenol. inhibition, % at 3.6 µM. actives 1% (n = 200,000);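 active = inhibition above the campaign mean inhibition of all tested compounds plus 3 SD, cut at about 20% in these data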;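 note: 0% = DMSO wells given NPY plus isoproterenol and 100% = isoproterenol alone without NPY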
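Material: HEK293 cells with Y1 receptor plus CNG channel; times: compound incubation 1 h at room temperature, readout 45 min post-stimulation; signal: fluorescence, membrane potential probe; read-out basis: fluorescence ratio normalized to % inhibition between controls; benchmarks: full-block control isoproterenol-only wells, zero-block control NPY plus isoproterenol wells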
Active calls of the source: *; / = no result given; & = joins results of further samples; [ ] = dose if it differs, or a comment. Not all compounds are listed; the hit share may differ from the screen's.

SMILES	S1P4 ag	EP2 antag	eIF4E 4G PPI	NPY1 pot ag	NPY-Y2 PAM-ag	EP2 modulator	S1P4 antagonist	p97 ATPase inh	NPY Y1 blocker
COc1ccc(CCN(C)Cc2nc(-c3cnccn3)no2)cc1OC	1.4	7	-3	6	-1	14	-6	4	/
CCOC(=O)C(=O)N1CCC(C(=O)OC)CC1	0.8	7	0	13	17	18	-9	2	2
O=C1/C(=C\c2ccsc2)N2CCC1CC2	-0.5	5	0	-11	5	34	-3	7	/
CN1C[C@@H]2C[C@@H](c3cccn3-c3nccs3)N3CCC[C@@]23C1=O	-1.8	5	4	2	-11	-20	-1	3	-4
CCOC(=O)C(C)Oc1c(C(=O)OC)sc2ncccc12 (stereo unspecified)	-1.4	6	-1	13	-10	17	19	8	11
OCCNc1ncnc2c1ncn2Cc1ccccc1	2.1	2	6	-7	-13	16	-2	-2	0
Cc1cc(C)cc(Nc2ncnc3nc[nH]c23)c1	-2.3	4	2	7	-2	-20	-18	-2	/
CN1CCN(c2ccc(NC(=O)c3ccc4c(c3)OCCO4)cc2Cl)CC1	2.3	7	2	2	-8	-47	1	0	12
O=C(c1ccc(Cn2cc(Br)cn2)cc1)N1N=C(C(F)F)CC1(O)C(F)F (stereo unspecified)	-1.1	8	-9	-2	7	1	-20	-3	-1
Cn1nc(-c2ccccc2)c(CO)c1Oc1ccc(F)cc1	2.8	3	-3	-15	0	-22	-25	-4	-1
NC(C(=O)O)C1CC(Cl)=NO1 (stereo unspecified)	0.3	/	-1	-9	7	-4	-25	6	8
Fc1ccc(NCc2nnc3n2CCCCC3)cc1	-0.3	5	-2	-10	-2	8	-24	-3	5
O=C(COC(=O)c1ccccc1Nc1ccccc1)NCc1ccccc1	0.5	6	1	-13	4	9	-17	5	-2
CN(C)S(=O)(=O)c1cccc(NC(=O)COC(=O)c2cc(=O)[nH]c(=O)[nH]2)c1	1.5	8	-8	-8	-2	37	-19	-4	1
COCCCNC(=O)C1CCCN(S(=O)(=O)c2ccc(C)cc2)C1 (stereo unspecified)	2.5	6&5	0	-1	8	12&-1	-8	1	3
CCC(=O)N1CCN(c2ccc(NC(=S)NC(=O)c3cccc([N+](=O)[O-])c3)cc2)CC1	-0.6	0	0	-14	-3	-60	-19	-2	7
O=C(CNCCc1ccccc1)N1CCc2ccccc2C1	1.2	7	-3	-12	-6	-20	-5	4	9
COc1ccc(-n2c(C)cc(/C=N/Nc3nc(N4CCOCC4)nc(N4CCOCC4)n3)c2C)cc1	-1.2	10	-3[fluorescence artefact?]	-16	9	20	3	-2	1
CCCCOC(=O)CCCc1ccc([N+](=O)[O-])cc1[N+](=O)[O-]	1.5	-2	-4	-24	-11	-16	-15	-8	4
C[C@@H](C(=O)Nc1ccc2ccccc2c1)[C@H]1C[C@]1(C)[C@H](NC(=O)c1cccnc1)c1ccccc1	0.6	7	2	26	-2	-27	22	4	-4

Grouped by structure, those above containing a thiophene ring, fused or not
SMILES	S1P4 ag	EP2 antag	eIF4E 4G PPI	NPY1 pot ag	NPY-Y2 PAM-ag	EP2 modulator	S1P4 antagonist	p97 ATPase inh	NPY Y1 blocker
O=C1/C(=C\c2ccsc2)N2CCC1CC2	-0.5	5	0	-11	5	34	-3	7	/
CCOC(=O)C(C)Oc1c(C(=O)OC)sc2ncccc12 (stereo unspecified)	-1.4	6	-1	13	-10	17	19	8	11

Further entries
SMILES	S1P4 ag	EP2 antag	eIF4E 4G PPI	NPY1 pot ag	NPY-Y2 PAM-ag	EP2 modulator	S1P4 antagonist	p97 ATPase inh	NPY Y1 blocker
COc1ccccc1N1CCN(c2nc3ccccn3c(=O)c2C=O)CC1	1.4	14	-2	-29	-5	31	-9	5	4
O=C(CC(c1ccccc1)c1ccccc1O)N1CCCC1 (stereo unspecified)	1.6	8	-2[fluorescence artefact?]	-13	0	-23	-1	-3	-2
Cc1cc(NC(=O)CSc2nc(C3CCCCC3)nc3ccccc23)no1	-0.9	9&4	1	-16	-10	44&30	-2	-5	-4
O=C(NC(=S)NCc1ccccc1)c1ccccc1	3.9	8	2	-4	-10	-14	-8	1	2
CC1(C)CC(=O)C2=C(C1)NC(SCC(=O)Nc1ccccc1)=C(C#N)C2c1ccco1 (stereo unspecified)	-4.7	/	0	28	14	8	11	2	-6
C=CCNC(=O)Nc1ccc2nc(C)sc2c1	1.6	3	1	4	10	-10	-9	6	0
COc1cc(NC(=O)c2csc3c2CCCC3)ncn1	-0.8	-2	-1	10	19	28	10	1	0
S=C(NCCCN1CCOCC1)Nc1ccc(Nc2ccccc2)cc1	0.0	3	2	20	17	-16	-20	0	-1
Oc1[nH]c2ccccc2c1N=NC(=S)NCCc1ccccc1	3.1	2	1	1	-1	-47	-12	3	2
O=C(Nc1ccc(N2CCOCC2)cc1)c1ccc(Cl)nc1	3.2	21	3[fluorescence artefact?]	-3	-4	-8	-4	10	6
CNC(=S)N(CCc1c(C)[nH]c2ccc(C)cc12)Cc1cc(OC)c(OC)c(OC)c1	1.3	4	0	-1	12	-6	5	1	1
O=C(Cc1cn2ccsc2n1)Nc1cccc2cnccc12	1.1	8	2	-17	-19	-11	-8	2	1
Nc1nonc1-n1nnc(C(=O)N/N=C/c2c(Cl)cccc2Cl)c1CSC1=NCCS1	1.6	6	5	0	-12	-30	-2	9	/
Cc1ccc(CN(Cc2ccco2)S(=O)(=O)c2ccc(S(=O)(=O)NCC3CCCO3)cc2)cc1 (stereo unspecified)	2.4	2	2	-7	-12	27	-8	-4	2
COc1ccc(CCn2c(-c3cccc([N+](=O)[O-])c3)nc3nc4ccccc4nc32)cc1OC	-1.6	7	5	-5	-9	2	-2	-1	8
C=CCOc1ccc(C2NC(=S)NC(C)=C2C(=O)c2ccccc2)cc1OC (stereo unspecified)	-1.7	7	0[fluorescence artefact?]	8	-1	2	6	4	6
CC(C)OCCCNc1nc2c(-c3ccccc3)nnn2c2ccccc12	-1.1	8	7	-14	-1	33	-5	5	2
O=C(CNC(=O)c1ccccc1)OCc1cccc([N+](=O)[O-])c1	0.1	5	-15	-17	-12	-6	-24	-2	-1
Cc1ccc(C)c(N2C(=O)CC(N3CCN(Cc4ccc5c(c4)OCO5)CC3)C2=O)c1 (stereo unspecified)	0.7	7	-5[fluorescence artefact?]	17	-12	9	26	2	-3
COC(=O)c1ccc(NC(c2ccc(Cl)cc2)P(=O)(OC)OC)cc1 (stereo unspecified)	0.6	9	-1[fluorescence artefact?]	-20	1	-3	-7	2	0
Cc1nn(-c2ccc3ccccc3c2)c(=O)c2ccccc12	-2.0	4	-1	-7	-11	9	-14	-4	2
COc1ccc(Cl)cc1NC(=O)C(C)NC(c1ccccc1)c1ccccc1 (stereo unspecified)	-0.8	15	2	-25	-2	49	-12	1	-4
O=C(Nc1ccc(Cl)cn1)Nc1ccccc1Cl	1.7	1	2	-8	6	-19	-12	3	6
COc1ccc(C)cc1NC(=O)C(OC(=O)CNC(=O)c1cccc(F)c1)c1ccccc1 (stereo unspecified)	-2.5	6	0	10	4	13	-5	2	9
O=C(NCC(=O)N(Cc1ccco1)C(C(=O)NC1CCCC1)c1cccnc1)c1ccco1 (stereo unspecified)	0.8	7	3	-5	-15	-12	-11	0	8
Cc1ccc(COc2ccsc2C(=O)O)cc1	-1.1	6	4	-39	-25	-4	7	0	1
CCCC(=O)C1=C(O)C(C(=O)OC)C(C)(C)CC1=Nc1ccccc1 (stereo unspecified)	0.3	11	5	7	1	12	-12	-6	-5
CCP(=O)(c1ccccc1)C(C)(C)O (stereo unspecified)	1.5	14	1	-7	1	17	2	3	-1
CC(=O)c1cccc(N=c2scc(-c3ccc(S(=O)(=O)N4CCOCC4)cc3)n2CCO)c1	0.0	7	14	9	22	-50	-25	2	-4
CC(=O)NC12CC3CC(C1)CC(C(=O)OCC(=O)Nc1ncc(Cl)cc1Cl)(C3)C2	-0.1	3	-3	-21	-1	-21	2	1	-12
COc1ccc(CCNC(=O)CSc2cccc3cccnc23)cc1OC	1.1	3	-2	-13	-13	-30	-16	-2	3
S=c1[nH]nc(-c2cc(-c3ccco3)[nH]n2)n1-c1ccccc1	-1.7	4	6	3	-15	2	-13	3	1
Cc1csc2nc(CNC(=O)C3CC=CCC3C(=O)O)cn12 (stereo unspecified)	0.9	13	-1	0	10	9	-33	2	8
COc1ccccc1N1CCN(c2nc(-c3ccccc3)cc(C(F)(F)F)n2)CC1	1.0	5	-1	-9	-7	20	-12	-3	0
COC(=O)c1nc(-c2ccccc2)oc1N1CCOCC1	-2.5	10	17	1	13	8	-10	-5	10
CC(=O)Nc1ccc(N(CC(O)Cn2c3ccccc3c3ccccc32)S(=O)(=O)c2ccc(C)cc2)cc1 (stereo unspecified)	0.1	9	2	-4	22	-17	14	4	-5
CCOc1ccc(C(=O)NCC(=O)OCC(=O)Nc2ccc(C)c(S(=O)(=O)N(C)C)c2)cc1	1.1	4	-1	7	-15	16	-18	-1	9
COc1ccc([N+](=O)[O-])cc1/C=N/Nc1nn[nH]n1	-0.1	8	-2	14	7	12	4	5	2
C=CCOc1ccc(Oc2cc(C)nc(SC)n2)nn1	-0.4	18	2	-13	1	-8	-19	5	2
COc1ccc(/C=N/NC(=O)c2nonc2C)cc1	1.1	14	1	-8	1	-17	-18	-23	-6
CCc1cccc2c(C#N)cn(CC(=O)NCc3ccco3)c12	-4.0	10	-2	-12	-12	10	-8	0	5
O=C(CN(C(=O)c1ccc(Cl)cc1)N1C(=O)C2C3C=CC(C3)C2C1=O)c1cccs1 (stereo unspecified)	-0.3	8	-3	11	12	8	-2	1	3
Cc1cc(/C=C(\C#N)C(=O)NCC2CCCO2)c(C)n1-c1ccc(Cl)cc1 (stereo unspecified)	1.8	3	8	-15	-3	7	-4	-9	2
CC(c1ccccc1)N1C(=O)c2ccccc2C1O (stereo unspecified)	-1.9	5	2	6	-15	12	-34	-4	1
Cc1ccccc1C(O)c1ccccn1 (stereo unspecified)	0.5	7	4	-15	-4	2	-1	0	-2
COc1ccc(-n2c(SCC(N)=O)nc3sc4c(c3c2=O)CCN(C)C4)cc1	2.4	2	-3	11	7	7	-15	6	2
COCC(C)n1c(SCc2cc(=O)n3cc(C)ccc3n2)nc2ccccc2c1=O (stereo unspecified)	0.3	7	-1	-4	-14	17	-5	1	6
CCOC(=O)CNC(=O)CSc1ncnc2c1cnn2-c1ccc(Cl)cc1	-2.9	9	-10	12	14	-5	-5	-1	-11
Cc1ccc(C)c(NC(=S)Nc2cccnc2)c1	1.2	20	-4	1	-6	15	2	3	6

High-throughput results deposited in PubChem by several laboratories.
